Assay outcomes (PubChem)
STAT1 blocker: STAT1 signaling inhibition; NIH 3T3 STAT1-luciferase reporter, IFN-gamma, luminescence; inhibition, % at 5.5 µM; 0.35% of 200,000 active; AID 920;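 active = inhibition above a set limit, the mean inhibition across all tested compounds plus 3 SD, cut at about 34% in these data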;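 note: 0% = IFN-gamma with DMSO and 100% = IFN-gamma with 300 µM nifuroxazide; values of inactives mirror those of a sister screen read the other way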
APP 5'UTR act: APP 5'UTR luciferase reporter activation; SH-SY5Y APP 5'UTR luciferase reporter, luminescence; zero percent = DMSO vehicle wells; activation, % at 2 µM; 1% of 190,000 active;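 active = activation above a set limit, based on mean plus 3 SD of controls, cut at about 140% in these data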; note: values of inactives mirror those of a sister screen read the other way
FLuc inhib CS: inhibits firefly luciferase, flagging false hits in luciferase inhibition screens. P08659. ATPLite firefly luciferase biochemical luminescence, 10 min. inhibition, % at 10 µM. 1.5% of 200,000 active. AID 1006;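 active = inhibition above about 50% when tested at 10 µM, limit read from the data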
Target sequence (P08659 whole entry, looked up): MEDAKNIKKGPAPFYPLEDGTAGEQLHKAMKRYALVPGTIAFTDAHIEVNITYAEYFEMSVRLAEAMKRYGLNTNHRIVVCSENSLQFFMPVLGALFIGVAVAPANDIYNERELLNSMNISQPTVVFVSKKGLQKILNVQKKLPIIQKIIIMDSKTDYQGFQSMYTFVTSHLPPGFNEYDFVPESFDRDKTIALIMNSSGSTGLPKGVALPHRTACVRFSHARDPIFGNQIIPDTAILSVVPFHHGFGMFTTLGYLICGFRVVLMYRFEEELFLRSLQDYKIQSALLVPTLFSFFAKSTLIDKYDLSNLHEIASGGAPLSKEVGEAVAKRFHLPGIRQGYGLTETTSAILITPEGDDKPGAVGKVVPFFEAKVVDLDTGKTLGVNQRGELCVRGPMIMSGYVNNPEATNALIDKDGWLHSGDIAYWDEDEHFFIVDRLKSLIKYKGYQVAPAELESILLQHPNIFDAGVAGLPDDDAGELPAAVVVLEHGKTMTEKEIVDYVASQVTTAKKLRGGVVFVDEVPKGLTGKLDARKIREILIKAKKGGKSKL
RAM network inh: inhibitors of the yeast RAM network; S. cerevisiae dse1pr::URA3 reporter, 5-FOA growth OD615, 2 d; analog-sensitive cbk1-as2 kinase mutant strain; inhibition, % at 50 µM; 1.8% of 190,000 active;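 active = inhibition above a set limit, 3 SD over mean compound inhibition, cut at about 8.4% in these data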;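 note: 0% = DMSO-only wells with no growth and 100% = 10 µM 1-NA-PP1 full growth; inhibition rescues growth on 5-FOA so higher OD means more RAM inhibition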
STAT1 activator: activators of IFN-gamma induced STAT1 signaling | 2.6% of 200,000 active | activation (% of control), % at 5.5 µM | NIH 3T3 STAT1-luciferase reporter, luminescence; 100% = IFN-gamma alone, no compound | AID 932;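 active = activation above the screen-wide mean activation plus 3 SD, cut at about 130% in these data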;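 note: raw ratio to IFN-gamma control signal so 100% means no change and 0% no light; values of inactives mirror those of a sister screen read the other way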
STAT3 act: increases IL-6 driven STAT3 reporter signal | activation (% of control), % at 5.6 µM | U3A cells, IL-6 STAT3-luciferase reporter, luminescence; 100% = signal with IL-6 EC80 alone | 0.91% of 190,000 active;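 active = activation above the screen-wide mean of compound activation plus 3 SD, cut at about 130% in these data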;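 note: 0% = background luminescence of wells with medium and substrate only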
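Test system: STAT3-luciferase reporter U3A cells; Detection: reporter luminescence signal; Times: 1 h compound pre-exposure, 6 h IL-6 stimulation, 37 °C; Benchmarks: IL-6-only high control; Also added: IL-6 stimulus at 33 ng/mL final.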
NF-kB expr up: raises NF-kB expression in human neuronal cells; NF-kB reporter expression; hits give high values; fold change at 12.5 µM; 1.6% of 190,000 active; in the data active = fold change above about 3.3
STAT3 blocker: inhibitors of IL-6 induced STAT3 signaling | U3A cells, IL-6 STAT3-luciferase reporter, luminescence; host cell line lacks STAT1 | inhibition, % at 5.5 µM | 0.89% of 190,000 active | AID 862;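 active = inhibition above the mean inhibition across all screened compounds plus 3 SD, cut at about 44% in these data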;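 note: 0% = DMSO only wells and 100% = 100 µM nifuroxazide control wells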
APP 5UTR inh: APP translation inhibition. SH-SY5Y APP 5'UTR-luciferase reporter, luminescence. inhibition, % at 2 µM. 0.82% of 190,000 active. AID 1285;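 active = inhibition above a set limit, derived from the sample mean plus 3 SD, cut at about 45% in these data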; note: values of inactives mirror those of a sister screen read the other way
Hsp70 activator: transcriptional activators of Hsp70; activation, % at 10 µM; 0.04% of 200,000 active; AID 1203; HeLa Hsp70 promoter luciferase reporter, luminescence; scaled: vehicle 0, proteasome-inhibitor control 100%;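 active = activation above the mean across all tested compounds plus 3 SD, cutoff set per campaign, cut at about 5.5% in these data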;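 note: 100% = MG132 at 30 µM as the positive control and 0% = DMSO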
The depositor's hits bear a star; · = no result given.

SMILES | STAT1 blocker | APP 5'UTR act | FLuc inhib CS | RAM network inh | STAT1 activator | STAT3 act | NF-kB expr up | STAT3 blocker | APP 5UTR inh | Hsp70 activator
CC(=O)Nc1cc(NC(C)=O)c(CC(C)C)s1 | -7 | 6 | -5 | 0.1 | 105 | 97 | 0.99 | 8 | -6 | -0.5
Cc1cccc(C(=O)OCc2cncs2)c1 | -20 | 2 | 5 | 0.4 | 115 | 97 | 1.4 | 9 | -2 | -0.3
S=c1[nH]cc(-c2ccccc2)n1-c1ccccc1Cl | 3 | 4 | 7 | 1.9 | 97 | 104 | 1 | -3 | -4 | -0.3
C=CCc1ccc(OCCOCCNCCOC)c(OC)c1 | -4 | 14 | -4 | -0.5 | 104 | 98 | 1.1 | 3 | -14 | 0.2
CCCCCOc1ccc(CN2CCOCC2)cc1Cl | -15 | 144* | 22 | 2.4 | 116 | 106 | 1.9 | -1 | -144 | -0.1
N/C(=N\OC(=O)c1ccc2c(c1)OCO2)c1cccnc1 | 12 | 118 | 97* | 1.4 | 87 | 91 | 3.5* | 12 | -119 | -0.4
COc1ccc(CCNC(=O)CSc2nc(O)c(CCC(C)C)c(=O)[nH]2)cc1OC | -1 | 8 | -5 | -0.4 | 102 | 101 | 0.98 | 0 | -8 | -0.1
CN1C(=O)CC(N2CCC(c3nc4ccccc4s3)CC2)C1=O (stereo unspecified) | 0 | 3 | -3 | 4.4 | 100 | 115 | 1.2 | -14 | -3 | 0.1
O=[N+]([O-])c1ccc(N2CCN(c3ccc(Cl)nn3)CC2)cc1NC1CC1 | 9 | -2 | · | · | 91 | 88 | · | 16 | 2 | -0.1
O=C(O)CC(Cc1ccccc1)C(=O)Nc1ccc([N+](=O)[O-])cc1 (stereo unspecified) | -5 | · | -6 | 0.0 | 104 | 102 | 0.94 | -2 | · | -0.5
Cc1nc(N)sc1-c1nnc(SCC(=O)Nc2nccs2)n1C | 0 | 10 | -18 | 0.8 | 100 | 108 | 0.94 | -8 | -10 | 0.1
O=C(CN1CCOCC1)N1CCCc2ccccc21 | -8 | 8 | 0 | 1.5 | 108 | 104 | 1.2 | -2 | -8 | -0.2

A section from further up, as a working copy:
SMILES | STAT1 blocker | APP 5'UTR act | FLuc inhib CS | RAM network inh | STAT1 activator | STAT3 act | NF-kB expr up | STAT3 blocker | APP 5UTR inh | Hsp70 activator
O=C(O)CC(Cc1ccccc1)C(=O)Nc1ccc([N+](=O)[O-])cc1 (stereo unspecified) | -5 | · | -6 | 0.0 | 104 | 102 | 0.94 | -2 | · | -0.5
Cc1nc(N)sc1-c1nnc(SCC(=O)Nc2nccs2)n1C | 0 | 10 | -18 | 0.8 | 100 | 108 | 0.94 | -8 | -10 | 0.1
O=C(CN1CCOCC1)N1CCCc2ccccc21 | -8 | 8 | 0 | 1.5 | 108 | 104 | 1.2 | -2 | -8 | -0.2

Further entries follow:
SMILES | STAT1 blocker | APP 5'UTR act | FLuc inhib CS | RAM network inh | STAT1 activator | STAT3 act | NF-kB expr up | STAT3 blocker | APP 5UTR inh | Hsp70 activator
CCOc1ccc(N(C(C)C(=O)N/N=C(\C)C(C)(C)C)S(C)(=O)=O)cc1 (stereo unspecified) | -3 | 31 | -4 | 2.6 | 103 | 99 | 1.1 | 0 | -31 | 0.0
O=C(Nc1ccc(Br)cc1)c1csc(-c2ccncc2)n1 | -6 | 12 | -1 | 0.8 | 102 | 92 | 1.3 | 14 | -12 | -0.4
C=CCn1c2ccccc2c2nnc(SCC(=O)OCN3C(=O)c4ccccc4C3=O)nc21 | -1 | 2 | 2 | 4.1 | 104 | 96 | 1 | 9 | -2 | -0.4
O=C1CCCC2=C1C(c1ccc(O)cc1)c1c(ccc3ccccc13)N2 (stereo unspecified) | -1 | 202* | 1 | 2.8 | 100 | 107 | 0.89 | -6 | -203 | -0.3
CCn1c2ccc(F)cc2c2nc3ccccc3nc21 | -10 | 16 | -4 | 5.6 | 107 | 96 | 1.4 | 10 | -16 | -0.2
CCOC(=O)CC(=O)CSc1nc(C)cc(C)c1C#N | 7 | -4 | 0 | 1.7 | 93 | 87 | 1.8 | 19 | 4 | -0.4
O=C(NC1CCCCC1)C(c1ccc2ncccc2c1)N(Cc1ccccc1)C(=O)c1cccs1 (stereo unspecified) | 36* | -7 | -5 | 0.9 | 83 | 113 | 0.76 | -4 | 7 | -0.2
N/C(=N\OC(=O)Cc1cccc2ccccc12)c1ccccn1 | -25 | 109 | 5 | -0.1 | 123 | 107 | 6.1* | -1 | -109 | 0.3
Nc1nnc(SCC(=O)Nc2ccc(Cl)c(C(=O)O)c2)s1 | 0 | -12 | -10 | 1.5 | 99 | 102 | 1.1 | 0 | 12 | -0.4
Cc1ccc(-c2nn(-c3cccc(F)c3)cc2CNCc2cccnc2)o1 | -10 | 23 | -2 | 0.0 | 108 | 100 | 0.74 | 4 | -23 | 0.2
Cc1oc(-c2ccccc2Cl)nc1CN1CCCC1c1ccc(F)cc1 (stereo unspecified) | -8 | -8 | -2 | 0.0 | 106 | 114 | 0.89 | -12 | 8 | 0.3
O=C1/C(=C\c2ccco2)SC(=S)N1Cc1ccccc1 | 7 | 10 | -4 | 1.3 | 94 | 168* | 1.1 | -66 | -10 | 0.1
Cc1nnc(NC(=O)CSc2nc(C(C)C)nc3sc(C)c(C)c23)s1 | -2 | 0 | -8 | 2.8 | 102 | 103 | 1.4 | -3 | 0 | 0.8
COc1ccc(S(=O)(=O)N2CCOCC2)cc1NC(=O)CSc1n[nH]c(=O)n1C1CC1 | 3 | -2 | -7 | 1.7 | 98 | 98 | 0.97 | 3 | 2 | -0.3
CCCC(C)NC(=O)CSc1nnc2ccccn12 (stereo unspecified) | 1 | -22 | -2 | 0.1 | 99 | 109 | 1 | -2 | 22 | -0.2
O=C(NCCOCCOCCNC(=O)c1cccnc1)c1cccnc1 | -8 | 4 | -5 | 1.4 | 108 | 105 | 1.2 | 0 | -4 | -0.1
C=C(C)Cn1c(SCC(=O)N/N=C/c2ccccc2)nc2ccccc2c1=O | 0 | 16 | 1 | 4.3 | 100 | 94 | 0.95 | 8 | -16 | -0.2
Cn1c(=S)[nH]c2scc(-c3cccs3)c2c1=O | 4 | 10 | -6 | 1.3 | 94 | 93 | 0.97 | 11 | -10 | -0.5
CN(Cc1cccs1)CC(O)COCc1ccco1 (stereo unspecified) | 8 | 0 | -2 | -0.4 | 93 | 105 | 1.1 | -1 | 0 | -0.1
Cc1cc(=O)oc2cc(OCC(=O)NCCCN3CCOCC3)ccc12 | -1 | 6 | 0 | 0.4 | 101 | 108 | 0.88 | -6 | -6 | -0.4
C=CSc1sc(Cl)c(N2CCOCC2)c1[N+](=O)[O-] | 14 | 5 | 0 | -0.6 | 86 | 92 | 1.4 | 17 | -4 | -0.2
N=C(N)Cc1ccccc1Sc1ccccc1 | 3 | -12 | -5 | 3.9 | 97 | 96 | 1.1 | 9 | 12 | -0.3
O=C(Nc1cc(C(F)(F)F)ccc1Cl)C(NCc1ccccc1)c1ccccc1 (stereo unspecified) | 15 | 9 | -4 | 1.6 | 87 | 98 | 1.4 | 2 | -9 | -0.3
CCN(CCCNC(=O)CN(C)S(=O)(=O)c1cccc2nsnc12)c1cccc(C)c1 | 0 | -11 | -11 | 0.9 | 100 | 111 | 1 | -8 | 11 | -0.3
N#Cc1cccc(NC(=O)Cn2c3[n+](c4ccc(C(F)(F)F)cc42)CCCCC3)c1 | -4 | · | -6 | -0.1 | 104 | 103 | 0.92 | -4 | · | 0.7
O=C(CCN1C(=O)c2ccccc2C1=O)N1CCN(c2ccccn2)CC1 | -2 | 4 | -4 | 1.3 | 103 | 86 | 1.1 | 23 | -4 | -0.4
CCCOc1ccc(OCCCCNC(C)CC)cc1 (stereo unspecified) | 1 | 16 | -6 | 0.7 | 99 | 98 | 1.2 | 9 | -16 | -0.4
OCCOc1ccc(C2=NCCO2)cc1 | -4 | 15 | 0 | 1.2 | 104 | 98 | 1.4 | 6 | -15 | -0.1
Cc1c(C(=O)OCc2ccccc2)[nH]c2c1C(=O)CC(c1ccco1)C2 (stereo unspecified) | -11 | -94 | -1 | 2.7 | 111 | 117 | 1.9 | -21 | 94* | 0.5
Cc1ccc(NN=C2c3ccccc3-c3ccccc32)cc1 | 0 | 12 | -7 | 15* | 100 | 125 | 0.67 | -29 | -12 | -0.3
COc1ccc(S(=O)(=O)Nc2ccc(N3CCOCC3)cc2)cc1[N+](=O)[O-] | 8 | -1 | 1 | 3.8 | 93 | 89 | 1.2 | 20 | 1 | -0.2
S=c1[nH]nc(C2CCCCC2)n1/N=C/C=C/c1ccccc1 | -3 | -3 | -9 | 3.7 | 103 | 91 | 1.3 | 17 | 2 | 0.0
Cc1ccc(O)c(NC(=O)CSc2n[nH]c(C)c2[N+](=O)[O-])c1 | -25 | -17 | -1 | 2.5 | 120 | 125 | 1.2 | -31 | 17 | -0.1
CCOC(=O)C(=CNc1cc(C)ccc1C)C(=O)OCC | 37* | -8 | -7 | 3.1 | 67 | 80 | 0.73 | 28 | 8 | -0.2
CCOC(=O)c1sc(NC(=O)c2noc3c2CCCC3)c(C(=O)OCC)c1C | -7 | -11 | · | · | 106 | 100 | · | 6 | 11 | -0.2
COc1ccc(CC(=O)NCc2nnc(SCCOc3ccccc3)n2C)cc1 | 12 | -15 | -5 | 2.6 | 89 | 97 | 0.99 | 10 | 15 | -0.3
Cc1nn(Cc2cccc(C(=O)NC3CCCCC3)c2)c(C)c1Cl | -4 | 14 | -6 | 1.1 | 103 | 101 | 0.9 | 3 | -14 | -0.1
O=C(COc1ccc2ccc(=O)oc2c1)N1CCc2ccccc21 | -25 | 17 | 2 | 3.3 | 121 | 98 | 1 | 10 | -17 | -0.1
CCn1cc(/C=N/NS(=O)(=O)c2ccc(C)cc2)c(C)n1 | 0 | -1 | -6 | 0.2 | 100 | 102 | 1 | -6 | 1 | -0.1
C=CCN1C(=O)CN=C1Nc1ccc(F)cc1 | -3 | -19 | 0 | -0.5 | 102 | 99 | 1.9 | 3 | 19 | -0.3
CCOc1ccc(-n2nnnc2SCC(=O)c2ccccc2)cc1 | -12 | 6 | -4 | 6.1 | 111 | 99 | 1.2 | 4 | -6 | -0.1
Cc1ccc2[nH]c(O)c(N=NC(=O)C(C)n3cnc4ccccc4c3=O)c2c1 (stereo unspecified) | -6 | 3 | -6 | 0.6 | 105 | 107 | 0.75 | -9 | -3 | -0.2
CC(C)Oc1ccc(CC(=O)NNC(=S)Nc2ccc(Br)cc2)cc1 | 14 | 0 | -8 | 4.5 | 87 | 98 | 1.4 | 5 | 0 | -0.1
CS(=O)(=O)c1cc([N+](=O)[O-])c(Sc2nc3ccccc3[nH]2)c([N+](=O)[O-])c1 | 7 | -2 | 0 | 0.1 | 93 | 101 | 1.2 | 4 | 2 | -0.3
CCN(CC)S(=O)(=O)c1ccc(NC(=O)c2cc(-c3cccs3)nc3ccccc23)cc1 | -6 | -14 | -6 | 3.8 | 105 | 102 | 0.69 | -4 | 14 | -0.4
Cc1ccsc1C(=O)N/N=C/c1ccc2c(c1)OCO2 | -68 | 158* | 64* | 0.5 | 161* | 71 | 6.2* | 37 | -158 | -0.1
CCn1c2ccccc2c2cc(NC(=O)CSc3nnc(-c4cccc(Cl)c4)o3)ccc21 | 13 | -17 | -2 | 5.6 | 88 | 106 | 1.1 | 1 | 17 | 0.0
